ELG1 genotox – induces genotoxicity in HEK293T cells with luciferase-tagged ELG1 | HEK293T ELG1-luciferase reporter, luminescence, 16 h | Potency, µM (titrated, usually from 46 µM), for inactives: at the highest dose activity change, positive = activation, most hits filed as activators | actives 1.3% (n = 330,000) | AID 504466; also: potency is read from the fitted curve at half-maximal effect; % of control where 0% means no effect; nearly all actives have a fitted effect of over 60% in size
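DMSO vehicle served as control against compound-treated ELG1-luciferase HEK293T cells; exposure lasted 16 hr at 37 °C and 5% CO2, followed by ONE-Glo luminescence detection after 30 min.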
Coupling enz – coupling enzyme interference in Giardia aldolase counter-screen; activity change, negative = inhibition, % at 58.2 µM, hits read low; actives 0.67% (n = 290,000); coupling enzyme system counterscreen, AmpLite Red fluorescence; in the data active = activity change below about -30%; also: % is scaled to controls: 0 for no effect and ±100 for the full control effect
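Final compound at 57.5 uM, incubated 10 min at RT with coupling enzyme reagent (glyceraldehyde-3-phosphate), then 20 min with substrate and AmpLite Red detection. Fluorescence read at 525/598 nm; tests interference with the coupling assay, not aldolase inhibition.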
NPC1 promoter act – activates the NPC1 promoter; Huh7 NPC1 promoter luciferase reporter, 24 h; actives 2.4% (n = 320,000); Potency, µM (top dose mostly 9.22 µM), for inactives: at the highest dose activation, usual class: activators;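 also: potency is read from the fitted curve at half-maximal effect; % of control where 0% means no effect; nearly all actives have a fitted effect of over 60% in size; reporter is driven by a mutant NPC1 promoter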
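Cells: Huh7 expressing luciferase under the NPC1 promoter, 1500/well. Seeded 2 h, compound added, incubated 24 h at 37 °C. Luciferase reagent, 10 min ambient, then luminescence.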
RORg inh – blocks mouse ROR gamma transcriptional activity | P51450 | Drosophila S2 Gal4-RORgamma UAS-luciferase reporter, 20 h | Potency, µM (doses to about 53.6 µM), for the others: at the highest dose activity change, negative = inhibition, usual class: inhibitors | actives 5.4% (n = 310,000); also: potency is read from the fitted curve at half-maximal effect; % is scaled to controls: 0 for no effect and ±100 for the full control effect; nearly all actives have a fitted effect of over 60% in size
Target sequence (P51450 whole entry, looked up, the tested form may be a part): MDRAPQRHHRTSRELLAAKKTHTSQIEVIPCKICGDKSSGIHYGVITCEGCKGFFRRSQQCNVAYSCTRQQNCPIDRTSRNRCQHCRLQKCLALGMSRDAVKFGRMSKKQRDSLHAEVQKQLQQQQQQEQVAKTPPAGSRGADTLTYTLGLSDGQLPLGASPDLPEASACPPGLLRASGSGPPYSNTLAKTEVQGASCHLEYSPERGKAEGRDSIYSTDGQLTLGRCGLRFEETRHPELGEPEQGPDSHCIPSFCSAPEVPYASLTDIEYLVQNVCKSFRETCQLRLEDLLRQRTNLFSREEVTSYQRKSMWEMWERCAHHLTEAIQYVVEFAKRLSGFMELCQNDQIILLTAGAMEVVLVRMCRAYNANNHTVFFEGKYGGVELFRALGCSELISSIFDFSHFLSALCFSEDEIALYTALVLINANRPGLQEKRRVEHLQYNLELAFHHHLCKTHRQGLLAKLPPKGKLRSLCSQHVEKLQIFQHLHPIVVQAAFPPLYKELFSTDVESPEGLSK
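Drosophila S2 cells stably expressing Gal4-DBD/mouse RORγ fusion under metallothionein promoter plus UAS-luciferase; compound 1 h, then 700 uM CuSO4 induction for 20 h at ambient temperature; inhibition read as reduced luminescence.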
KCNH2 3.1 block – blocks the human KCNH2 3.1 channel isoform; U2OS KCNH2 3.1, thallium flux FluxOr; stronger effect = lower value; activity change, % (tested at about 1.8 µM); actives 0.95% (n = 340,000); AID 720553;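 active = maximum activity change below -70%; inconclusive = maximum activity change from -70% to -50%; inactive = maximum activity change above -50%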;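 also: thallium influx rate constant from kinetic fluorescence after stimulation buffer; % is scaled to controls: 0 for no effect and ±100 for the full control effect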
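U2OS cells transduced with KCNH2 3.1 mutant virus (1.77 x 10^8 /mL, 4 h), plated overnight at 37 C, loaded 45 min with FluxOr dye plus Red40 quencher. Thallium flux rate constant from kinetic reads after stimulation buffer, normalised to controls.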
Giardia killer – Giardia lamblia killing; Giardia lamblia trophozoite viability; activity change, % at 7.66 µM, hits read low; actives 0.15% (n = 340,000); in the data active = activity change below about -80%; inconclusive = between about -30% and that limit;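 also: parasites exposed to compound for two days anaerobically before the ATP read; % is scaled to controls: 0 for no effect and ±100 for the full control effect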
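Giardia lamblia trophozoites (100 cells/well) were incubated with compounds for 48 h at 37 deg C under anaerobic conditions. Viability was read as ATP content by one-step luminescence after 15-30 min at room temperature.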
Tb PFK inh – blocks T. brucei phosphofructokinase. AID 485367. T. brucei PFK, ADP-Glo luminescence. Potency, µM (top dose mostly 57.5 µM), inactives show at the highest dose activity, negative = inhibition, hits mostly inhibitors. actives 0.17% (n = 330,000). O15648;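 also: potency is read from the fitted curve at half-maximal effect; 0% = uninhibited 1x PFK enzyme wells and -100% = no-enzyme wells; nearly all actives have a fitted effect of over 60% in size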
Target sequence (O15648 whole entry, looked up): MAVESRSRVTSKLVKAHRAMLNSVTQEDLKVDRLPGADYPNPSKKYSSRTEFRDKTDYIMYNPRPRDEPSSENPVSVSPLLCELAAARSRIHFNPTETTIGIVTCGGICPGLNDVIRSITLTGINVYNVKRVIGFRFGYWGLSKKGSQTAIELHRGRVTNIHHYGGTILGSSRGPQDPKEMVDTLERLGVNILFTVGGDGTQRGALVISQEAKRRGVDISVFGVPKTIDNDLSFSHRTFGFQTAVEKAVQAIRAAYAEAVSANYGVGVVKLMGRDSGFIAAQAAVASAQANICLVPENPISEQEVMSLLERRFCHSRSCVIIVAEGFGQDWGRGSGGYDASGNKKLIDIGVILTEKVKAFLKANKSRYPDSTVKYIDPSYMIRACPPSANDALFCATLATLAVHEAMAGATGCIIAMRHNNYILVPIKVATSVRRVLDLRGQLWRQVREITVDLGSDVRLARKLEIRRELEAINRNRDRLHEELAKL
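ADP-Glo luminescence quantified ADP after 45 min at room temperature, with 1.25 nM T. brucei PFK, 0.1 mM ATP and 0.5 mM fructose-6-phosphate in pH 8.0 TEA buffer. qHTS titrations up to 57 µM; curves classified by quality.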
FLuc counter – inhibits or activates purified firefly luciferase, miR-21 counter-screen. Potency, µM (top dose mostly 57.5 µM), for the others: at the top dose activity change, negative = inhibition, actives largely listed as inhibitors. actives 6.9% (n = 360,000). P08659. purified FLuc, Km substrates, luminescence inhibition;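 also: potency is read from the fitted curve at half-maximal effect; plate controls were vehicle for no effect and reference inhibitor for full effect; nearly all actives have a fitted effect of over 55% in size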
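Purified P. pyralis luciferase (10nM final) with 10uM D-luciferin and 10uM ATP (Km levels) in 50mM Tris acetate pH 7.5, 10mM Mg acetate, 0.01% Tween-20, 0.05% BSA; qHTS 6-point titration, ~60 µM downward; luminescence read.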
uPA surface inh – blocks generation of uPA at the cell surface; cell surface uPA generation assay, qHTS; Potency, µM (series often up to 38.3 µM), for the others: at the top dose activity change, negative = inhibition, hits mostly inhibitors; actives 0.31% (n = 330,000); AID 540303; active = well fitted inhibition curve with a large enough effect; inconclusive = small, poorly fitted or top-dose-only effect; inactive = no such curve, though single readings can be large or run the other way; tested in mouse RAW 264.7 cells; also: potency is read from the fitted curve at half-maximal effect; % is scaled to controls: 0 for no effect and ±100 for the full control effect; nearly all actives have a fitted effect of over 55% in size
Rab9 promoter act – activators of Rab9 promoter | AID 485297 | actives 2.8% (n = 320,000) | Huh7 Rab9 promoter-luciferase reporter, luminescence, 24 h | Potency, µM (doses to about 9.22 µM), inactives show top-dose activation, negative = inhibition, actives largely listed as activators; also: potency is read from the fitted curve at half-maximal effect; % of control where 0% means no effect; nearly all actives have a fitted effect of over 60% in size
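Quantitative HTS format; Huh7 Rab9-luciferase reporter cells (1500/well) receive compound 2 h post-plating, incubate 24 h at 37 °C, then get luciferase reagent for 10 min before luminescence reading.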
Gal4-VP16 FLuc – Gal4-VP16 reporter inhibition counter-screen | Drosophila S2 Gal4-VP16 UAS-luciferase, luminescence, 20 h | AID 2546 | Potency, µM (doses to about 53.6 µM), without a hit: top-dose activity, negative = inhibition, actives largely listed as inhibitors | actives 3.5% (n = 310,000);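 also: Gal4-VP16 expression switched on by copper sulfate through the metallothionein promoter; potency is read from the fitted curve at half-maximal effect; % is scaled to controls: 0 for no effect and ±100 for the full control effect; nearly all actives have a fitted effect of over 50% in size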
* hit, by the source's call; ? = inconclusive; · = not tested or not shown; [ ] = another dose, or the depositor's remark. Unless noted, calls follow the shape of the dose curve; as a rule, active = well fitted curve in the direction sought with a large enough effect; inconclusive = small, poorly fitted or top-dose-only effect, or another doubt; inactive = no such curve, though single readings can be large; an effect the other way counts as inactive or inconclusive.

mol | ELG1 genotox | Coupling enz | NPC1 promoter act | RORg inh | KCNH2 3.1 block | Giardia killer | Tb PFK inh | FLuc counter | uPA surface inh | Rab9 promoter act | Gal4-VP16 FLuc
O=C(NC(=S)N1CCCCC1)C12CC3CC(CC(C3)C1)C2 | · | 5 | -3% | 7.1µM* | -3 | 5 | 0% | 10% | 7% | -1% | 13µM*
COc1ccc(S(=O)(=O)N(CC(=O)NC2CC3CCC2C3)c2ccccc2OC)cc1 (stereo unspecified) | -4% | 3 | 1% | ? | -14 | -9 | -1% | 1% | · | 0% | -13%
C=C(C)C(=O)Nc1cccc(C2=NOC3(C2)C[C@@H](C(N)=O)N(C(=O)c2cc([N+](=O)[O-])cc([N+](=O)[O-])c2C)C3)c1 (stereo partly specified) | 0% | 2 | 0% | 2% | 2 | 23 | ? | -1% | 4% | -7% | 3%
O=C(Cc1ccc([N+](=O)[O-])cc1)NCc1ccncc1 | 1% | 1 | -3% | 17% | 12 | -16 | -20% | 0% | 5% | -12% | -2%
Cc1ccc(S(=O)(=O)N2CCCCC2CCNC(=O)C(=O)NCc2cccnc2)cc1 (stereo unspecified) | 0% | · | -21% | · | -1 | -18 | 2% | 1% | ? | -14% | ·
O=C(Cc1ccc(Cl)cc1)Nc1ccc(SC(F)F)cc1 | 4% | -1 | 20% | ? | 2 | -12 | -18% | ? | -7% | 22% | -25%
Cc1ccc2cc(C)c(Sc3nnnn3-c3ccccc3)nc2c1 | -12% | -16 | -6% | -8% | -9 | 22 | 3% | 2% | -1% | -5% | -8%
O=C(CSc1nnc(-c2ccc(F)cc2)o1)N1CCCCC1 | 21µM* | 1 | ? | 27% | -2 | 4 | 16% | ? | -1% | ? | ?
N#CCCn1ncc2ccccc21 | 5% | 3 | -1% | -11% | 2 | 9 | -2% | 0% | 0% | -1% | -10%
CCc1ccc(N2CC(C(=O)OCC(=O)Nc3ccc(C#N)cc3)CC2=O)cc1 (stereo unspecified) | 0% | · | -2% | · | -7 | 0 | 24% | 3% | 20% | -8% | ·
O=C(COc1cccnc1[N+](=O)[O-])Nc1cccc(S(=O)(=O)N2CCOCC2)c1 | 0% | -1 | -4% | 8% | 4 | -5 | -1% | -3% | -3% | -1% | -4%
Cc1ccccc1CNC(=O)C(=O)NCC1OCCCN1S(=O)(=O)c1ccc(F)cc1C (stereo unspecified) | -9% | · | -4% | -11% | · | -10 | -4% | -2% | 2% | -5% | -1%
CC(NCc1ccc(OCc2ccc(Cl)cc2)cc1)C(O)c1ccccc1 (stereo unspecified) | 13% | 1 | 8% | 35µM* | -34 | -1 | -1% | ? | -2% | 9% | ?
Cc1ccc(NC(=O)COC(=O)CCC(=O)c2cccs2)cc1S(=O)(=O)N1CCOCC1 | 3% | 2 | -1% | 12% | -2 | 7 | 1% | -6% | · | -3% | 2%
COc1ccc(CCNC(=O)c2cnn3ccccc23)c(OC)c1OC | 0% | -3 | 2% | 24% | 6 | 18 | -12% | ? | 8% | -1% | 3%
Cc1cc([N+](=O)[O-])nn1CC(=O)Nc1c(C)n(C)n(-c2ccccc2)c1=O | -1% | -1 | -2% | 2% | 5 | 9 | 1% | 0% | 5% | -2% | 10%
Cc1[nH]nc2c1C(c1ccc(F)cc1)C(C#N)=C(N)O2 (stereo unspecified) | 14% | 5 | -1% | 30% | 0 | 19 | 0% | 6% | -1% | 6% | -5%
O=C(CNc1ccc(Br)cc1)c1ccc(Br)s1 | ? | 3 | ? | 9% | -8 | 8 | -1% | -11% | 1% | ? | -14%
O=C(c1cccc(C(F)(F)F)c1)N1CCCCCC1 | 4% | 6 | 0% | -6% | 4 | -6 | 4% | 1% | · | -3% | -8%[0.365 µM]
CSc1ccc(CN2CCN(C3CCCC3)C(CCO)C2)cc1 (stereo unspecified) | -2% | 0 | -5% | -21% | -27 | -23 | 4% | 0% | -4% | 3% | 0%
COc1ccc(NC(=O)c2ccco2)c([N+](=O)[O-])c1 | ? | 4 | ? | ? | 0 | -6 | -9% | 21µM* | 4% | 2.5µM* | ?
CCOc1ccccc1Nc1ccnc2cc(Cl)ccc12 | -7% | -3 | -1% | -16% | -10 | 26 | -2% | 2% | -13% | -4% | -2%
Cc1ccc(NS(=O)(=O)c2ccc(C(=O)N3CC(C)OC(C)C3)cc2)cc1 (stereo unspecified) | 5% | · | -1% | 3% | 0 | -5 | -1% | 4% | -1% | 1% | -9%
Cn1c(SCc2ccc(F)cc2)nnc1-c1ccncc1 | 0% | 4 | -1% | 3% | -5 | 24 | -10% | -1% | 7% | 0% | -2%
CCn1c(Oc2cccc(Br)c2)nc2c1c(=O)n(C)c(=O)n2C | -5% | -4 | 5% | 33% | 5 | -21 | -2% | -4% | 27% | 3% | -2%
O=C(NCCC1CCCC1)c1cccs1 | ? | -2 | ? | ? | 4 | 17 | 1% | ? | 3% | ? | 17%
CC(Cc1nnc(SCC(=O)O)n1N)c1ccccc1 (stereo unspecified) | 3% | 1 | 8% | -5% | 2 | -6 | 2% | 0% | 6% | 0% | 4%
COCCCNCCC(CCC(C)C)c1ccc2c(c1)OCO2 (stereo unspecified) | -12% | 2 | -7% | -3% | ? | -14 | -5% | 1% | -10% | -8% | 1%
CCNC(=O)CC1C(=O)N(c2ccccc2)C(=O)N1Cc1ccc(OC)cc1 (stereo unspecified) | 6% | -3 | 1% | 29% | -19 | -1 | -6% | -1% | · | -9% | 4%
CCOC(=O)N1CCC(N2Cc3cccc(C(=O)NCc4ccc(OC)cc4)c3C2=O)CC1 | -6% | -2 | -4% | 43% | · | · | ? | 5% | · | -7% | 4%

RORg inh: what is marked active above.
| smiles | RORg inh | Tb PFK inh | uPA surface inh | Rab9 promoter act |
| --- | --- | --- | --- | --- |
| O=C(NC(=S)N1CCCCC1)C12CC3CC(CC(C3)C1)C2 | 7.1µM* | 0% | 7% | -1% |
| CC(NCc1ccc(OCc2ccc(Cl)cc2)cc1)C(O)c1ccccc1 (stereo unspecified) | 35µM* | -1% | -2% | 9% |

(continued)
mol | ELG1 genotox | Coupling enz | NPC1 promoter act | RORg inh | KCNH2 3.1 block | Giardia killer | Tb PFK inh | FLuc counter | uPA surface inh | Rab9 promoter act | Gal4-VP16 FLuc
CCOC(=O)N1CCN(CCC(=O)Nc2ccc(Br)cc2)CC1 | -2% | 0 | 8% | 4% | -3 | 1 | -8% | -1% | 1% | -10% | 4%
COCCNS(=O)(=O)c1ccc(Cl)c(C(=O)NC2CCN(Cc3ccccc3)CC2)c1 | -7% | 1 | -2% | -6% | 2 | 28 | 0% | -3% | 1% | -4% | 0%
O=C(/C=C/c1ccc(Cl)cc1)Nc1ccc(N2CCCCC2)cc1 | 1% | 3 | 3% | 17% | 26 | 1 | -3% | -3% | · | -13% | -8%
CC(C)n1c(N2CCCC2)nc2c1c(=O)[nH]c(=O)n2C | 6% | 0 | 2% | 4% | -5 | 8 | -6% | -1% | -9% | 2% | 3%
CCOC(=O)c1[nH]c2ccc(OC)cc2c1NC(=S)N1CCN(c2ccccc2OC)CC1 | -10% | 1 | -20% | ? | -40 | 0 | 0% | -7% | -16% | -15% | 5%
O=C1NC(c2ccccc2)=C(c2ccc3ccccc3n2)C(c2ccccc2)N1 (stereo unspecified) | -4% | 0 | -4% | -3% | -6 | 2 | 3% | 4% | 7% | -5% | -3%
Nc1ccn(CC(=O)NCc2ccc3[nH]ccc3c2)c(=O)n1 | 2% | · | -4% | · | -3 | 8 | -2% | -5% | -12% | 1% | ·

A different layout for 3 compounds above.
COCCNS(=O)(=O)c1ccc(Cl)c(C(=O)NC2CCN(Cc3ccccc3)CC2)c1
- ELG1 genotox: -7%
- Coupling enz: 1
- NPC1 promoter act: -2%
- RORg inh: -6%
- KCNH2 3.1 block: 2
- Giardia killer: 28
- Tb PFK inh: 0%
- FLuc counter: -3%
- uPA surface inh: 1%
- Rab9 promoter act: -4%
- Gal4-VP16 FLuc: 0%

O=C(/C=C/c1ccc(Cl)cc1)Nc1ccc(N2CCCCC2)cc1
- ELG1 genotox: 1%
- Coupling enz: 3
- NPC1 promoter act: 3%
- RORg inh: 17%
- KCNH2 3.1 block: 26
- Giardia killer: 1
- Tb PFK inh: -3%
- FLuc counter: -3%
- uPA surface inh: ·
- Rab9 promoter act: -13%
- Gal4-VP16 FLuc: -8%

CC(C)n1c(N2CCCC2)nc2c1c(=O)[nH]c(=O)n2C
- ELG1 genotox: 6%
- Coupling enz: 0
- NPC1 promoter act: 2%
- RORg inh: 4%
- KCNH2 3.1 block: -5
- Giardia killer: 8
- Tb PFK inh: -6%
- FLuc counter: -1%
- uPA surface inh: -9%
- Rab9 promoter act: 2%
- Gal4-VP16 FLuc: 3%

Compounds were not picked by outcome (roughly 14% active in at least one column).
